Screening data from PubChem.
Dynein transport = inhibitors of GR-EGFP nuclear translocation, primary screen, dynein cargo transport inhibitor project, imaging, high-content, 3617.4 mouse cells. 220,000 tested, 0.47% active. AID 1381, 2008. z-score, hits read low. test concentration mostly 20 µM; stimulated with dexamethasone, 1 µM; stronger effect = lower value;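 active = plate z-score of nuclear minus cytoplasmic receptor signal below a set negative limit, without overly bright fluorescence or cell loss, cut at about -3.5 in these data, passing the limit was not always enough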;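 also: z-score of nuclear minus cytoplasmic ring GR-EGFP intensity difference per well; some compounds called inactive have numbers as strong as hits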
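Schedule: 48 h induction, then 1 h compound, then 30 min agonist, 37 °C. Buffer or medium: tetracycline-free induction medium containing charcoal-stripped FBS. Reagent: 1.0 µM final dexamethasone stimulus. Evaluation: nuclear versus cytoplasmic GR-EGFP signal, averaged per well. Signal: high-content fluorescence imaging after fixation.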
AID2073 = inhibitors of Mint1-CaV2.2 protein interaction, biochemical, HTRF (AID 2073). Voltage-dependent N-type calcium channel subunit alpha-1B (Homo sapiens). HTRF protein-protein interaction, Mint1-CaV2.2; higher % means a stronger effect. one-dose inhibition, % at 20 µM; IC50 in µM for titrated hits. 290,000 tested, 0.19% active; in the data active = inhibition mostly above about 51%, no sharp cut-off; inconclusive = no clear call, values can overlap the other calls; inactive = mostly below about 53%; also: some results filed as inactive read as strong as hits
Insulin prom up = insulin promoter activators in MIN6 cells, imaging, high-content screening, mouse beta cells | z-score at 5 µM | 190,000 tested, 0.3% active | MIN6 insulin promoter-GFP reporter; stronger effect = higher value;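 active = z-score above 3 at 5 µM with at least 500 cells counted in the well; inconclusive = wells under 500 cells, flagged as cytotoxic or low count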
MT stabilizer = microtubule stabilizers in HeLa cells, primary screen, imaging, high-content imaging | % tubulin-high responders, % at 10 µM | HeLa tubulin immunostaining HCS, 24 h; share of cells brighter than vehicle mean+2SD | AID 2205, 2009 | 200,000 tested, 0.83% active;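 active = plate Z-score above 3 for both tubulin-high and condensed-nucleus cell shares, with cell loss under 80%, at 10 µM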;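 also: anti alpha tubulin signal scored within the nucleus-defined area of each cell; some results filed as inactive read as strong as hits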
HIV peptide binding = inhibitors of HIV fusion peptide binding, primary screen, biochemical, uHTS, fluorescence dequenching (AID 1986); cell-free peptide binding, fluorescence dequenching, 30 min; higher % means a stronger effect; inhibition, % at 20 µM, or IC50 in µM where a hit was titrated; 290,000 tested, 0.3% active; in the data active = inhibition mostly above about 52%, no sharp cut-off; inactive = mostly below about 76%; also: some results filed as inactive read as strong as hits
Yfh1-depleted yeast = enhancers of respiration in Yfh1-depleted yeast, dose response, Friedreich's ataxia, plus single-dose screen (AID 1465); fold induction at 50 µM, or EC50 in µM where a hit was titrated; 220,000 tested, 0.074% active; S. cerevisiae Yfh1-off respiration, WST-1 reduction, 72 h; higher fold induction means a stronger effect;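 active = fold induction of absorbance versus untreated yeast above a set limit, then at least 30% activation at any dose in follow-up; inconclusive = repeats straddling the limit, or above it without dose testing; inactive = fold induction below the set limit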;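 also: activators that raise dye reduction in frataxin-depleted yeast; strong numbers were not always called active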
WT yeast gro inh = growth inhibition of WT strain, primary screen, mitochondrial fusion inhibitor project, WT and mutant strains, chemical genetic | mitochondrial fusion phenotypic screen | inhibition, % at 10 µM | 190,000 tested, 2.1% active | AID 1362, 2008; in the data active = inhibition above about 58%; tested in S. cerevisiae
Autophagy mod = autophagy modulators in MEF cells, primary screen, imaging, high-content, MEF GFP-LC3; 190,000 tested, 0.98% active; calls only at 10 µM (by protocol); AID 463193, 2010; MEF GFP-LC3 puncta imaging; test concentration mostly 10 µM;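 active = percentage of spot-positive cells more than 3 SD above its plate mean, without a fluorescence outlier flag or 80% toxicity; inconclusive = no clear call, values can overlap the other calls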;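 also: spot-positive cell cutoff set from DMSO-treated cells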
b-catenin transl = modulators of beta-catenin nuclear translocation, primary screen, imaging, HeLa cells, immunofluorescence, high-content | nuclear translocation activity, % at 5 µM | AID 1665, 2009 | 190,000 tested, 0.3% active;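 active = nuclear translocation activity above 50% at 5 µM, with a well cell count of 50 or more; inconclusive = wells under 50 cells across six images, flagged as toxic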;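 also: per-cell ratio of nuclear to cytoplasmic median beta-catenin stain intensity; plate controls were DMSO negative control for no effect and GSK-3 inhibitor IX positive control for full effect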
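Test system: human HeLa cell line; Doses: 5 µM primary, 0.02–20 µM confirmation; Incubation: 24 h compound exposure, 37°C; Detection: beta-catenin immunofluorescence imaging with DAPI; Read-out: beta-catenin nuclear/cytoplasmic ratio, % activation.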
WT yeast gro inh mutant strain = recorded beside WT yeast gro inh, whose call it bears; inhibition, %; mitochondrial fusion phenotypic screen, mutant strain inhibition
Dynein transport cytoplasmic EGFP = further read-out of Dynein transport, marked with its call; z-score; measured here: cytoplasmic GR-EGFP intensity; stronger effect = higher value
Dynein transport nuclear GR-EGFP = further read-out of Dynein transport, marked with its call; z-score; measured here: nuclear GR-EGFP intensity;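 lower value marks the stronger effect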
Dynein transport cell count = second read-out of Dynein transport, no call of its own (marks repeat the call); z-score; measured here: cell count per field
Insulin prom up cell count = second read-out of Insulin prom up, no call of its own (marks repeat the call); cell count; measured here: cytotoxicity, nuclei count;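 total cells summed across four imaged fields per well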
b-catenin transl cell count 5 µM = also measured in b-catenin transl; calls as there; cell count; measured here: cell count, cytotoxicity flag
MT stabilizer Hoechst-high % = recorded beside MT stabilizer, whose call it bears; % Hoechst-high responders; measured here: nuclear condensation Hoechst responders;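 share of cells brighter than vehicle mean plus two SD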
MT stabilizer cytotoxicity % = recorded beside MT stabilizer, whose call it bears; toxicity, %; measured here: cytotoxicity by cell density;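 0% = mean cell density of plate MIN control wells and 100% = no cells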
Autophagy mod cell loss 18 h = second read-out of Autophagy mod, no call of its own (marks repeat the call); toxicity, %; measured here: cell loss, nuclei count;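 cell loss after 18 h compound exposure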
Active calls of the source: *; i = inactive; ? = inconclusive; . = no result given.

SMILES	Dynein transport	Dynein transport cytoplasmic EGFP	Dynein transport nuclear GR-EGFP	Dynein transport cell count	AID2073	Insulin prom up	Insulin prom up cell count	MT stabilizer	MT stabilizer Hoechst-high %	MT stabilizer cytotoxicity %	HIV peptide binding	Yfh1-depleted yeast	WT yeast gro inh	WT yeast gro inh mutant strain	Autophagy mod	Autophagy mod cell loss 18 h	b-catenin transl	b-catenin transl cell count 5 µM
Cc1cccc(NS(=O)(=O)c2cccs2)n1	-0.45	-0.29	0.013	0.023	-4%	0.47	1319	3.6	1.2	2.0	2.4%	i	-6	2	i	-1	-6.1	1263
O=C(O)c1cnn2c1NC(c1cccs1)CC2C(F)(F)F (stereo not drawn)	-1.3	-0.22	-0.32	0.83	-2%	-0.18	1441	2.6	2.1	9.5	-2.6%	i	12	-2	i	-9	1.2	1169
CN(C)/C=N/c1cc(=O)[nH]c(=O)n1CC1CC1	0.31	-0.29	0.54	0.29	5%	0.58	1279	3.2	2.6	8.5	-0.9%	i	-16	-11	i	29	.	.
COc1ccc(NC(=O)COC(=O)CNC(=O)C2CCCCC2)cc1	-0.073	-0.13	0.049	-0.11	-1%	.	.	2.9	2.4	7.9	-0.9%	i	-12	12	i	-2	0.9	927
CC(=O)c1ccc(NS(=O)(=O)c2cccc(C)c2)cc1	-0.093	-0.24	0.43	-0.11	-5%	0.33	1362	3.2	2.1	3.9	0.7%	i	4	3	i	1	-0.6	1091
Cc1cc(C(=O)OCC(=O)NC(=O)NC(C)(C)C)c(C)o1	3	-0.11	1.7	-1.8	-2%	0.81	1078	2.1	1.3	0.9	-2.7%	i	12	9	i	0	1.3	1174
Cc1ccc(-n2c(-c3cn(C)nc3C)n[nH]c2=S)cc1	0.32	-0.29	0.14	0.34	-8%	.	.	1.6	1.7	5.0	2.7%	i	-9	4	i	16	-4.4	561
CC(C)c1nnc(NC(=O)CCC(=O)N2CCN(Cc3ccccc3)CC2)s1	1.3	-0.24	0.32	0.076	-1%	-0.53	1016	1.8	1.1	10	2.3%	i	-1	-4	i	-35	-2.8	973
COc1cccc2cc(C(=O)C3=C(O)C(=O)N(CCCN(C)C)C3c3ccncc3)oc12 (stereo not drawn)	.	.	.	.	0%	-0.5	1052	.	.	.	-0.6%	.	.	.	.	.	1.8	1127
O=C(Nc1nnc(SCc2ccc(F)cc2)s1)c1ccc2ncsc2c1	0.19	-0.16	0.15	0.08	15%	-0.86	1312	2.2	2.6	12	0.7%	i	-7	19	i	-9	2.0	509
CCCCn1nnnc1NCc1cc(OC)c(OC)cc1OC	0.39	-0.22	0.36	-0.044	9%	-0.43	992	2.2	1.7	9.5	-2.2%	i	-7	-8	i	13	-1.0	996
Fc1ccc(/C=N/NC(=S)Nc2cccnc2)cc1F	0.33	0.14	0.44	-0.85	14%	-0.14	1194	2.5	2.1	4.8	-2.2%	i	14	15	i	16	0.5	1084
Cn1nc(-c2ccccc2)c2cc(C(=O)O)sc21	-0.19	-0.18	-0.4	-0.036	18%	0.21	1328	2.7	3.0	8.1	3.6%	i	-5	-1	i	1	-3.5	1097
CC(C)CNC(=O)CO/N=C/c1ccccc1Cl	0.016	-0.16	-0.29	0.23	-2%	-0.65	1368	2.7	2.0	3.5	2.4%	i	-14	-5	i	-15	-1.5	1068
O=C(CSc1nnc(Cc2ccccc2)o1)Nc1ccccc1	-0.8	-0.32	-0.65	0.53	-7%	0.18	1509	2.7	1.4	5.3	-0.4%	i	-13	-22	i	8	0.9	1470
O=C(/C=C\Nc1ccc2c(c1)OCO2)c1ccccn1	-0.56	-0.17	-0.027	0.32	5%	.	.	4.5	3.0	6.9	1.1%	i	16	19	i	-1	.	.
CCOC(=O)c1sc(NC(=O)c2cccc(S(=O)(=O)N3CCc4ccccc43)c2)c(C#N)c1C	0.29	-0.11	0.84	-1.3	10%	-1.7	673	.	.	.	-0.3%	i	.	.	.	.	0.4	1330
COc1ccc(S(=O)(=O)N2CCCCC2)cc1NC(=O)CSc1ncnc2ccccc12	-0.41	-0.24	-0.27	-0.012	14%	-4.5	753	3.8	0.7	8.1	0.6%	i	12	-7	i	-7	0.8	1076
Nc1ccc(S(=O)(=O)Nc2nc(-c3ccccc3)cc(-c3ccccc3)n2)cc1	0.34	-0.22	0.48	0.048	16%	-0.1	977	.	.	.	0.5%	i	.	.	.	.	1.8	1241
Cc1cccnc1NC(=O)/C=C/c1ccc2c(c1)OCO2	-0.5	-0.26	-0.18	0.32	1%	-0.12	1330	3.6	2.2	8.5	0.0%	i	1	1	i	18	2.6	1065
COc1cc(/C=N/NC(=O)CCn2c3ccccc3c3ccccc32)ccc1O	-0.2	-0.063	-0.35	0.25	-1%	-0.23	1753	4.2	1.3	9.2	-3.4%	i	5	7	i	-20	-0.7	1063
O=C(NCCCn1ccnc1)c1cccc(S(=O)(=O)NCc2ccccc2)c1	-0.081	-0.23	0.16	-0.084	-2%	0.13	1243	1.4	2.0	5.8	-0.5%	i	-9	14	i	-9	-1.1	1114
COC(=O)Cn1nc(-c2ccc(C)c(S(=O)(=O)N(C)C)c2)c2ccccc2c1=O	-0.74	-0.1	-0.19	0.95	-7%	-0.38	1058	4.4	2.9	2.5	-2.3%	i	9	17	i	4	-7.0	985
Cc1noc(C)c1S(=O)(=O)N1CCCC(C(=O)NCCc2ccc(Cl)cc2)C1 (stereo not drawn)	1.5	0.33	1.4	-2.2	0%	0.43	1262	1.9	0.2	39	0.8%	i	14	6	i	2	.	.
CC1Oc2ccccc2N(CC(=O)N2CCc3ccccc32)C1=O (stereo not drawn)	-0.56	1.7	0.07	-0.97	-11%	1	1529	3.0	1.9	4.4	12%	i	-14	-4	i	-2	-7.4	940

The closing 2 compounds of the part before are carried over, then new ones follow.
SMILES	Dynein transport	Dynein transport cytoplasmic EGFP	Dynein transport nuclear GR-EGFP	Dynein transport cell count	AID2073	Insulin prom up	Insulin prom up cell count	MT stabilizer	MT stabilizer Hoechst-high %	MT stabilizer cytotoxicity %	HIV peptide binding	Yfh1-depleted yeast	WT yeast gro inh	WT yeast gro inh mutant strain	Autophagy mod	Autophagy mod cell loss 18 h	b-catenin transl	b-catenin transl cell count 5 µM
Cc1noc(C)c1S(=O)(=O)N1CCCC(C(=O)NCCc2ccc(Cl)cc2)C1 (stereo not drawn)	1.5	0.33	1.4	-2.2	0%	0.43	1262	1.9	0.2	39	0.8%	i	14	6	i	2	.	.
CC1Oc2ccccc2N(CC(=O)N2CCc3ccccc32)C1=O (stereo not drawn)	-0.56	1.7	0.07	-0.97	-11%	1	1529	3.0	1.9	4.4	12%	i	-14	-4	i	-2	-7.4	940
CSc1c[n+]2c(n1C)CCC2	-0.25	-0.23	-0.12	0.15	-11%	-1.1	888	1.2	1.1	6.0	-3.0%	i	-20	-7	i	-1	1.3	1138
COc1ccc(OCCN2CCN(C3CC(=O)N(CCC(C)C)C3=O)CC2)cc1 (stereo not drawn)	-0.58	-0.33	-0.34	0.19	3%	-2.4	914	2.7	2.0	3.1	0.6%	i	-4	-1	i	1	1.7	721
Cc1ccc2nc(-c3ccc(NC(=O)c4cccnc4)cc3)oc2c1	1.1	0.5	1.2	-1	-1%	-0.02	1318	2.0	1.1	2.6	-0.1%	i	52	53	i	-5	-0.1	1035
COc1cccc(C(=O)Nc2ccc(C(F)(F)F)n(C)c2=O)c1	3.2	-0.2	2.2	-1.1	0%	-0.61	1180	3.4	1.2	3.7	0.0%	i	17	13	i	18	-2.6	584
CCOC1OC(=O)C(Cl)=C1Nc1ccccc1C (stereo not drawn)	-0.13	-0.27	0.59	0.76	1%	-0.13	1496	2.2	1.7	0.9	-1.7%	i	2	-7	i	9	1.3	962
Cc1ccc(Br)cc1S(=O)(=O)N1CCN(c2ccccc2)CC1	0.61	-0.13	0.75	-0.58	1%	0.41	1003	3.0	1.5	24	-0.7%	i	49	33	i	5	-0.3	1048
CCCNC(=O)Cn1cnc([N+](=O)[O-])n1	0.29	-0.23	0.45	-0.24	29%	0.16	1459	1.4	1.5	1.9	-1.9%	i	-33	2	i	-12	-1.4	1034
Cc1cc(C)nc(Sc2ccc3nnc(C(F)(F)C(F)(F)C(F)(F)F)n3n2)n1	-0.45	-0.29	-0.19	1.5	9%	0.27	1858	3.3	1.9	4.9	3.0%	i	12	0	i	1	-1.2	967
Cc1nc2ccc(NC(=O)c3cc(S(=O)(=O)N(C)c4ccccc4)ccc3Cl)cc2s1	-0.26	-0.29	-0.55	1.2	38%	?	.	2.0	2.7	9.0	2.1%	i	6	-17	i	-6	-0.9	994
COc1ccc(-c2cc(C(=O)Nc3nc4ccccc4s3)c3ccccc3n2)cc1OC	-0.73	-0.2	-0.19	1	23%	-0.43	1228	1.8	2.3	8.1	-2.6%	i	24	21	i	-3	-3.8	547
O=C(Nc1nnc(CSCc2ccc(F)cc2)s1)c1ccc([N+](=O)[O-])cc1	0.093	-0.28	-0.27	-0.055	-7%	-0.13	1099	5.5	2.7	4.9	1.4%	i	-4	2	i	-7	3.9	487
Cc1ccc(C(=O)Nc2nccc(-c3cccs3)n2)cc1	-0.53	-0.098	0.06	-0.57	-9%	.	.	1.4	2.4	10	0.4%	i	.	.	i	-30	.	.
